LYPLA2 inh: LYPLA2 inhibitors, primary screen, counter-screen for PME1 inhibitor project, biochemical, fluorescence polarization, FP-Rh probe ABPP; recombinant LYPLA2; AID 2177, 2009; hit rate 0.38% among 320,000; Acyl-protein thioesterase 2 (Homo sapiens), O95372; inhibition, % at 5.9 µM;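 active = inhibition above the screen-wide mean plus 3 SD, limit set per campaign, cut at about 26% in these data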;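 note: 0% = LYPLA2 with DMSO and 100% = wells lacking LYPLA2 enzyme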
PAFAH1B3 inh: PAFAH1B3 enzyme inhibitors, primary screen, biochemical, fluorescence polarization, human; recombinant PAFAH1B3, FP-rhodamine probe; inhibition, % at 3.39 µM; hit rate 0.28% among 340,000; Platelet-activating factor acetylhydrolase IB subunit alpha1 (Homo sapiens), Q15102;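 active = inhibition above the screen-wide average of all tested compounds plus 3 SD, cut at about 25% in these data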;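 note: 0% = enzyme with DMSO only and 100% = wells lacking PAFAH1B3 protein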
Target sequence (Q15102 whole entry, looked up): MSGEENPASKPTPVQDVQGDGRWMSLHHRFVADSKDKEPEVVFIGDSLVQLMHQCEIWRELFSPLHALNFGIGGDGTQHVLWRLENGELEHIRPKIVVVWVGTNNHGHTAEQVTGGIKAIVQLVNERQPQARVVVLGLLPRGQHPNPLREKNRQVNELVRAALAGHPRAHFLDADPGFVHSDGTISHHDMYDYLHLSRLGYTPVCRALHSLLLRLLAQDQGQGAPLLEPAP
PAD4 inh: human PAD4 inhibitors, primary screen, biochemical, fluorescence polarization, 1536-well format; Protein-arginine deiminase type-4 (Homo sapiens), Q9UM07; recombinant PAD4, RCA probe fluorescence polarization; inhibition, % at 6.36 µM; hit rate 0.41% among 330,000;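 active = percent inhibition above a cutoff equal to the mean of all tested compounds plus 3 SD, cut at about 15% in these data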;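 note: 0% = PAD4 with RCA probe and DMSO and 100% = probe without PAD4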
PREPL inh: PREPL enzyme inhibitors, primary screen, biochemical, fluorescence polarization. Prolyl endopeptidase-like (Homo sapiens), Q4J6C6. hit rate 0.68% among 320,000. inhibition, % at 5.96 µM. recombinant PREPL, fluorescence polarization activity-based probe; in the data active = inhibition above about 43%;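 note: 0% = enzyme with DMSO and 100% = wells lacking enzyme; many of its hits are not listed in these tables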
GSTO1 inh: inhibitors of recombinant GSTO1, primary screen, counter-screen for RBBP9 inhibitor project, biochemical, fluorescence polarization; hit rate 1.1% among 300,000; inhibition, % at 5.96 µM; activity-based probe fluorescence polarization; Glutathione S-transferase omega-1 (Homo sapiens), P78417;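 active = inhibition above the campaign mean inhibition plus 3 SD, cut at about 35% in these data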;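 note: 0% = GSTO1-1 with DMSO and 100% = wells lacking GSTO1-1 enzyme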
LYPLA1 inh: LYPLA1 inhibitors, primary screen, counter-screen for PME1 inhibitor project, biochemical, fluorescence polarization, FP-Rh probe ABPP. hit rate 0.16% among 320,000. inhibition, % at 5.9 µM. Acyl-protein thioesterase 1 (Homo sapiens), O75608. recombinant LYPLA1;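 active = inhibition above the mean of all tested compounds plus 3 SD, set per campaign, cut at about 14% in these data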;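 note: inhibitors block serine hydrolase probe labeling of LYPLA1 so polarization falls; 0% = enzyme with DMSO and 100% = wells lacking LYPLA1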
PAFAH1B2 FP inh: PAFAH1B2 enzyme inhibitors, primary screen, biochemical, fluorescence polarization, human. Platelet-activating factor acetylhydrolase IB subunit alpha2 (Homo sapiens), P68402. recombinant PAFAH1B2, FP-rhodamine activity probe. inhibition, % at 3.39 µM. hit rate 1.2% among 340,000. AID 492953, 2010;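 active = inhibition above the mean of all tested compounds plus 3 SD, cut at about 24% in these data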;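 note: 0% = enzyme with DMSO and 100% = wells lacking PAFAH1B2; many of its hits are not listed in these tables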
Target sequence (P68402 whole entry, looked up): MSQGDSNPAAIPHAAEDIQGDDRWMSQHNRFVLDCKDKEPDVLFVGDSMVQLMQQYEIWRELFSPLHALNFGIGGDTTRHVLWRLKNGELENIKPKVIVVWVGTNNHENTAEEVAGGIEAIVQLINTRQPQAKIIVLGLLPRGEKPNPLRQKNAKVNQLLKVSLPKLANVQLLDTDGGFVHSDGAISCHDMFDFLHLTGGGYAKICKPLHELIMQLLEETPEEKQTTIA
PAFAH2 inh: PAFAH2 enzyme inhibitors, primary screen, biochemical, fluorescence polarization, human; AID 492956, 2010; recombinant PAFAH2, FP-rhodamine activity probe; Platelet-activating factor acetylhydrolase 2, cytoplasmic (Homo sapiens), Q99487; hit rate 0.99% among 340,000; inhibition, % at 3.39 µM;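 active = inhibition above the mean over all tested compounds plus 3 SD, cut at about 30% in these data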;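 note: inhibitors block probe labeling of enzyme so polarization drops; 0% = enzyme with DMSO and 100% = wells lacking PAFAH2 protein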
pPAFAH inh: pPAFAH enzyme inhibitors, primary screen, biochemical, fluorescence polarization, human; recombinant pPAFAH, FP-rhodamine probe fluorescence polarization; inhibition, % at 3.39 µM; hit rate 1.5% among 330,000;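 active = inhibition above the mean inhibition across the screen plus 3 SD, cut at about 25% in these data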;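 note: inhibitors block binding of the rhodamine activity-based probe so polarization drops; 0% = enzyme with DMSO and 100% = wells lacking pPAFAH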
Target sequence (Q13093 whole entry, looked up): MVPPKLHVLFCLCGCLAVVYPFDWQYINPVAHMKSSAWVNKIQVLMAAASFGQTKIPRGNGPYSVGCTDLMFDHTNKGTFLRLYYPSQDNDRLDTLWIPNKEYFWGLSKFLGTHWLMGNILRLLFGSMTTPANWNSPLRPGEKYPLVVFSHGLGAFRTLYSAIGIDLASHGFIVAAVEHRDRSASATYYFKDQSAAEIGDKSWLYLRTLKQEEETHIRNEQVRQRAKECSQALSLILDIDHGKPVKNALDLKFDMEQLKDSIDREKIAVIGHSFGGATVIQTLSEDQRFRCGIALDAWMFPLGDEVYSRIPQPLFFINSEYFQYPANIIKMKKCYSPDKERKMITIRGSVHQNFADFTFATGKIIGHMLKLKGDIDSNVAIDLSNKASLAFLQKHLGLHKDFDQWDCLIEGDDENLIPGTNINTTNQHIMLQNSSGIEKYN
Starred values were filed as active, the others as inactive. The list is partial; the hit share may differ from the screen's.

How did C/C(CC(=O)Nc1ccc(F)cc1)=N\NC(=O)Cc1csc(N)n1 do in these assays?
LYPLA2 inh: -5; PAFAH1B3 inh: 0; PAD4 inh: -5; PREPL inh: 10; GSTO1 inh: -2; LYPLA1 inh: -4; PAFAH1B2 FP inh: 2; PAFAH2 inh: 6; pPAFAH inh: -7

Results for Cc1ccc(C(=O)OC(C)C(=O)NC2CCCCC2C)cc1S(=O)(=O)N1CCCCC1 (centres undefined) ?
LYPLA2 inh: 4; PAFAH1B3 inh: 5; PAD4 inh: -4; PREPL inh: 1; GSTO1 inh: -1; LYPLA1 inh: 0; PAFAH1B2 FP inh: 4; PAFAH2 inh: -6; pPAFAH inh: 9

What do the screens show for `Cc1cc(C)cc(NC(=O)Cn2nnc(C(=O)NCc3ccccc3Cl)c2N)c1`?
LYPLA2 inh: 2; PAFAH1B3 inh: 4; PAD4 inh: -3; PREPL inh: 1; GSTO1 inh: 10; LYPLA1 inh: -1; PAFAH1B2 FP inh: 1; PAFAH2 inh: -4; pPAFAH inh: -5

Results for Cc1ccc(N2CCN(C(=O)CN3C(=O)c4ccccc4C3=O)CC2)cc1 ?
LYPLA2 inh: 5; PAFAH1B3 inh: -2; PAD4 inh: 0; PREPL inh: 16; GSTO1 inh: 1; LYPLA1 inh: 2; PAFAH1B2 FP inh: 1; PAFAH2 inh: -2; pPAFAH inh: 1

Results for COC(=O)C1(CCSC)NC(c2ccc(O)c(OC)c2)C2C(=O)N(c3ccc(C)cc3)C(=O)C21 (centres undefined) ?
LYPLA2 inh: -5; PAFAH1B3 inh: 8; PAD4 inh: -3; PREPL inh: -3; GSTO1 inh: 8; LYPLA1 inh: 2; PAFAH1B2 FP inh: 6; PAFAH2 inh: 2; pPAFAH inh: 0

What do the screens show for `O=S(=O)(NC1CC1)c1ccc(S(=O)(=O)N2CCC3(CC2)OCCO3)cc1`?
LYPLA2 inh: 5; PAFAH1B3 inh: 0; PAD4 inh: -1; PREPL inh: 12; GSTO1 inh: -3; LYPLA1 inh: 0; PAFAH1B2 FP inh: 7; PAFAH2 inh: 3; pPAFAH inh: 6

Results for O=C(CN1CCN(c2ccc(F)cc2)CC1)NCC1CCCO1 (centres undefined) ?
LYPLA2 inh: 8; PAFAH1B3 inh: 9; PAD4 inh: 0; PREPL inh: 6; GSTO1 inh: -1; LYPLA1 inh: 0; PAFAH1B2 FP inh: 1; PAFAH2 inh: 4; pPAFAH inh: -1

Results for O=C(COC(=O)c1ccc(CSc2ccc(Cl)cc2)cc1)Nc1ccccc1 ?
LYPLA2 inh: -28; PAFAH1B3 inh: 3; PAD4 inh: -3; PREPL inh: -4; GSTO1 inh: 2; LYPLA1 inh: 2; PAFAH1B2 FP inh: 8; PAFAH2 inh: 34*; pPAFAH inh: 15

What do the screens show for `COc1ccccc1-c1cc(C(F)(F)F)nc(S(=O)(=O)CCCC(=O)NC(C)C)n1`?
LYPLA2 inh: 4; PAFAH1B3 inh: 7; PAD4 inh: 1; PREPL inh: -3; GSTO1 inh: -40; LYPLA1 inh: -4; PAFAH1B2 FP inh: 1; PAFAH2 inh: -7; pPAFAH inh: 0

Results for O=C(Nc1cccnc1)C1(F)C(F)(F)C(F)(F)C(F)(F)C(F)(F)C1(F)F ?
LYPLA2 inh: -3; PAFAH1B3 inh: 3; PAD4 inh: -3; PREPL inh: 3; GSTO1 inh: 6; LYPLA1 inh: 0; PAFAH1B2 FP inh: 11; PAFAH2 inh: 4; pPAFAH inh: 3

Brought forward from above: three compounds, then new ones.
Results for O=C(COC(=O)c1ccc(CSc2ccc(Cl)cc2)cc1)Nc1ccccc1 ?
LYPLA2 inh: -28; PAFAH1B3 inh: 3; PAD4 inh: -3; PREPL inh: -4; GSTO1 inh: 2; LYPLA1 inh: 2; PAFAH1B2 FP inh: 8; PAFAH2 inh: 34*; pPAFAH inh: 15

What do the screens show for `COc1ccccc1-c1cc(C(F)(F)F)nc(S(=O)(=O)CCCC(=O)NC(C)C)n1`?
LYPLA2 inh: 4; PAFAH1B3 inh: 7; PAD4 inh: 1; PREPL inh: -3; GSTO1 inh: -40; LYPLA1 inh: -4; PAFAH1B2 FP inh: 1; PAFAH2 inh: -7; pPAFAH inh: 0

Results for O=C(Nc1cccnc1)C1(F)C(F)(F)C(F)(F)C(F)(F)C(F)(F)C1(F)F ?
LYPLA2 inh: -3; PAFAH1B3 inh: 3; PAD4 inh: -3; PREPL inh: 3; GSTO1 inh: 6; LYPLA1 inh: 0; PAFAH1B2 FP inh: 11; PAFAH2 inh: 4; pPAFAH inh: 3

What do the screens show for `Cc1ccccc1-c1nnn(CC(=O)N(C)CC(=O)Nc2ccccc2C(F)(F)F)n1`?
LYPLA2 inh: -1; PAFAH1B3 inh: 0; PAD4 inh: 2; PREPL inh: 10; GSTO1 inh: 4; LYPLA1 inh: 2; PAFAH1B2 FP inh: 5; PAFAH2 inh: -8; pPAFAH inh: 2

Results for CC(=O)NC(CCS(C)(=O)=O)C(=O)Nc1nc(C)cs1 (centres undefined) ?
LYPLA2 inh: 6; PAFAH1B3 inh: -5; PAD4 inh: -2; PREPL inh: -2; GSTO1 inh: 9; LYPLA1 inh: 1; PAFAH1B2 FP inh: -2; PAFAH2 inh: 21; pPAFAH inh: 4

How did CCc1c(C)nc2nc(SCc3ccccc3)[nH]n2c1=O do in these assays?
LYPLA2 inh: 6; PAFAH1B3 inh: 10; PAD4 inh: 0; PREPL inh: 6; GSTO1 inh: -15; LYPLA1 inh: 2; PAFAH1B2 FP inh: 6; PAFAH2 inh: -2; pPAFAH inh: 5

What do the screens show for `COC(=O)c1[nH]c(C)c(/C(O)=C2\C(=O)C(=O)N(CCN(C)C)C2c2ccc(C)o2)c1C` (centres undefined)?
LYPLA2 inh: -2; PAFAH1B3 inh: 3; PAD4 inh: 2; PREPL inh: -5; GSTO1 inh: 3; LYPLA1 inh: -2; PAFAH1B2 FP inh: 2; PAFAH2 inh: -6; pPAFAH inh: -7

Results for O=C(NCCN1CCOCC1)/C(=C\c1ccc(F)cc1)NC(=O)c1ccccc1 ?
LYPLA2 inh: 4; PAFAH1B3 inh: 12; PAD4 inh: 0; PREPL inh: 12; GSTO1 inh: -7; LYPLA1 inh: 2; PAFAH1B2 FP inh: 0; PAFAH2 inh: 10; pPAFAH inh: -2

What do the screens show for `O=c1cc(N2CCN(c3ccccc3)CC2)[nH]c(=O)n1-c1ccccc1`?
LYPLA2 inh: 5; PAFAH1B3 inh: -2; PAD4 inh: 1; PREPL inh: 8; GSTO1 inh: 3; LYPLA1 inh: -3; PAFAH1B2 FP inh: 14; PAFAH2 inh: -1; pPAFAH inh: 1

Results for O=S(=O)(Nc1ccc(-n2cnnn2)cc1)c1cccs1 ?
LYPLA2 inh: 6; PAFAH1B3 inh: 6; PAD4 inh: -4; PREPL inh: 5; LYPLA1 inh: 4; PAFAH1B2 FP inh: 6; PAFAH2 inh: -3; pPAFAH inh: 4

How did N#Cc1ccccc1S(=O)(=O)N1CCN(C(=O)CN2C(=O)NC3(CCCC3)C2=O)CC1 do in these assays?
LYPLA2 inh: 7; PAFAH1B3 inh: 9; PAD4 inh: -1; PREPL inh: 10; GSTO1 inh: 0; LYPLA1 inh: 2; PAFAH1B2 FP inh: 2; PAFAH2 inh: 0; pPAFAH inh: -1

Results for COc1ccccc1-c1nnn(C/C(N)=N/O)n1 ?
LYPLA2 inh: 3; PAFAH1B3 inh: 12; PAD4 inh: 4; PREPL inh: 15; GSTO1 inh: 1; LYPLA1 inh: 1; PAFAH1B2 FP inh: 4; PAFAH2 inh: -6; pPAFAH inh: 3

How did COc1ccc(-n2c(=S)[nH]c3cc(C(=O)Nc4ccccc4OC)ccc3c2=O)c(OC)c1 do in these assays?
LYPLA2 inh: -1; PAFAH1B3 inh: 1; PAD4 inh: 5; PREPL inh: -7; GSTO1 inh: -1; LYPLA1 inh: -1; PAFAH1B2 FP inh: -4; PAFAH2 inh: -14; pPAFAH inh: -5

What do the screens show for `CSc1ccccc1OCc1cc(C(=O)N(C)Cc2cnccn2)no1`?
LYPLA2 inh: -7; PAFAH1B3 inh: 12; PAD4 inh: -11; PREPL inh: 11; GSTO1 inh: -1; LYPLA1 inh: -1; PAFAH1B2 FP inh: 5; PAFAH2 inh: 6; pPAFAH inh: 2

Results for O=C(Nc1cccc(Cl)c1)c1ccc(NCCCN2CCOCC2)c([N+](=O)[O-])c1 ?
LYPLA2 inh: 7; PAFAH1B3 inh: 4; PAD4 inh: -2; PREPL inh: 13; GSTO1 inh: -3; LYPLA1 inh: 9; PAFAH1B2 FP inh: 1; PAFAH2 inh: 11; pPAFAH inh: 9

How did CC1CN(c2nc(Nc3ccccc3F)nc(N)c2[N+](=O)[O-])CC(C)O1 (centres undefined) do in these assays?
LYPLA2 inh: -3; PAFAH1B3 inh: 3; PAD4 inh: -1; PREPL inh: -1; GSTO1 inh: -2; LYPLA1 inh: -4; PAFAH1B2 FP inh: 0; PAFAH2 inh: 4; pPAFAH inh: 2

How did CN1CCC2(CC1)N=C(c1ccc(F)cc1)C(=S)N2C(=O)c1ccc(C(C)(C)C)cc1 do in these assays?
LYPLA2 inh: 0; PAFAH1B3 inh: 3; PAD4 inh: 6; PREPL inh: -2; GSTO1 inh: -1; LYPLA1 inh: 4; PAFAH1B2 FP inh: 9; PAFAH2 inh: 13; pPAFAH inh: 5

How did Cc1nonc1CN(C)C(=O)CC1C(=O)NCCN1Cc1c(F)cccc1Cl (centres undefined) do in these assays?
LYPLA2 inh: 2; PAFAH1B3 inh: 2; PAD4 inh: -1; PREPL inh: 1; GSTO1 inh: 5; LYPLA1 inh: -2; PAFAH1B2 FP inh: 5; PAFAH2 inh: -4; pPAFAH inh: 0

How did Cc1nc2ccccc2n1CC(O)COc1ccc(Br)cc1 (centres undefined) do in these assays?
LYPLA2 inh: 9; PAFAH1B3 inh: 2; PAD4 inh: -1; PREPL inh: -1; GSTO1 inh: 1; LYPLA1 inh: 1; PAFAH1B2 FP inh: 3; PAFAH2 inh: 0; pPAFAH inh: 2

Results for Cn1c(=O)[nH]c(=O)c2c1nc(CN1CCOCC1)n2Cc1ccc(F)cc1 ?
LYPLA2 inh: -6; PAFAH1B3 inh: -8; PAD4 inh: 3; PREPL inh: 3; GSTO1 inh: 4; LYPLA1 inh: 0; PAFAH1B2 FP inh: 2; PAFAH2 inh: 8; pPAFAH inh: -3

Source: PubChem BioAssay
